# Screens: PubChem, National Center for Advancing Translational Sciences (NCATS)
# MLL CXXC-DNA inh – MLL CXXC-DNA interaction inhibition. Q03164. MLL-CXXC / FITC-HOXA9 DNA fluorescence polarization. Potency, µM (doses to about 115 µM), for the others: top-dose activity change, negative = inhibition, most hits filed as inhibitors. hit rate 0.037% among 290,000. AID 2662; active means well fitted inhibition curve with a large enough effect in the polarisation, with a control signal flat, not every such curve was filed as active; inconclusive means small, poorly fitted or top-dose-only effect, or effect the other way, or a change in a side signal; inactive means no such curve, though single readings can be large or run the other way; the % refers to the polarisation; further: potency means the concentration at half of the fitted maximal effect
#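 Purified MLL-CXXC (added from a 7 uM solution) was preincubated 5 min at ambient with pinned compounds in 50 mM Tris-HCl pH 7.5, 50 mM NaCl, 1 mM DTT, 0.05% BSA. Fluorescein-labeled HOX-A9 DNA (50 nM solution) followed, 30 min, then polarization read.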
# FBPA coupling cs – counter-screen for Giardia aldolase inhibitors: coupling enzyme system | coupling enzyme system counterscreen, AmpLite Red fluorescence | activity change, negative = inhibition, % at 58.2 µM, hits read low | hit rate 0.67% among 290,000 | AID 2472; in the data active means activity change below about -30%; further: on the % scale 0 is the no-effect control and ±100 the full control effect
#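 Coupling enzymes only (glyceraldehyde-3-phosphate) + compound, at 57.5 uM final, 10 min RT; add substrate/coupling/AmpLite Red mix, 20 min RT; fluorescence ex 525/em 598 nm. Actives flag coupling-system interference.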
# KCNH2 3.1 inh – KCNH2 3.1 (human) potassium channel inhibition; hit rate 0.95% among 340,000; activity change, % (tested at about 1.8 µM); AID 720553; U2OS KCNH2 3.1, thallium flux FluxOr; stronger effect = lower value;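 active means maximum activity change below -70%; inconclusive means maximum activity change from -70% to -50%; inactive means maximum activity change above -50%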;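 further: thallium influx rate constant from kinetic fluorescence after stimulation buffer; on the % scale 0 is the no-effect control and ±100 the full control effect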
#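 Virally transduced U2OS (3.1 isoform, 4 h infection in dark at RT) → overnight 37 C → FluxOr + Red40 in HBSS/HEPES, 45 min → stimulation buffer, 2 min kinetic read → rate constant vs DMSO controls.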
# GALK inhibitor – blocks human galactokinase activity. P51570. Purified GALK, Kinase-Glo residual ATP luminescence. Potency, µM (top dose mostly 57.5 µM), without a hit: at the highest dose activity change, negative = inhibition, most hits filed as inhibitors. hit rate 0.007% among 270,000. AID 1868; further: potency means the concentration at half of the fitted maximal effect; on the % scale 0 is the no-effect control and ±100 the full control effect
#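 Galactose (100 uM) and ATP (35 uM) were turned over by 5 nM GALK for 1 h at RT. Kinase-Glo Plus then converted the remaining ATP into a luminescent signal.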
# A-T KAP1 phos – potential ataxia-telangiectasia treatment; […] A-T fibroblasts, KAP-1 phosphorylation AlphaLISA; neocarzinostatin DNA damage 30 min before lysis; hit rate 0.19% among 320,000; Potency, µM (series often up to 57.5 µM), for inactives: at the top dose activation, most hits filed as activators; further: potency means the concentration at half of the fitted maximal effect; % of control where 0% means no effect; nearly all actives have a fitted effect of over 45% in size
#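 ATM-like activity read as KAP-1 phosphorylation via AlphaLISA donor/acceptor antibody pairs after lysis and 6 hr at 25C. Cells were ATM-null patient fibroblasts ([…], hTERT), dosed 60 min, then exposed to the DSB inducer NCS for 30 min.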
# TRPV1 ag – agonists of human vanilloid receptor 1 (TRPV1) | Q8NER1 | TRPV1-expressing cells, Fluo-8 calcium influx, agonist mode | activation, % at 8.33 µM | hit rate 0.19% among 320,000; in the data active means activation above about 80%; inconclusive means between about 30% and that limit; further: 0% is about no effect
#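 Fluo-8 calcium influx in TRPV1-expressing cells, kinetic read (ex 480/em 520 nm). Compound added and read 3 min for agonist activity, followed by capsaicin at EC20 final and 2 min further read for enhancement.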
# S-ASM inh – inhibitors of human secretory acid sphingomyelinase | P17405 | placental ASM, HMU-PC fluorogenic substrate, 60 min | Potency, µM (titrated, usually from 57.5 µM), for the others: at the highest dose activity change, negative = inhibition, hits mostly inhibitors | hit rate 0.006% among 340,000; further: potency means the concentration at half of the fitted maximal effect
#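 Steps: dispense placental human ASM, pin compound, wait 10 min at room temperature, add HMU-PC0 substrate at 9 uM final, incubate 60 min at 37 °C, add stop solution raising pH to 10, read fluorescence.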
# Integrin act MD – activators of alpha7 integrin expression for muscular dystrophy; alpha7betagal myoblasts, beta-gal FDG fluorescence, 48 h; Potency, µM (highest dose often 38.3 µM), for the others: at the top dose activation, actives largely listed as activators; hit rate 0.064% among 350,000; AID 624291;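 further: potency means the concentration at half of the fitted maximal effect; 100% = response of the positive control SU9516; nearly all actives have a fitted effect of over 60% in size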
#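 alpha7betagal+/- myoblasts (passage 13, 250/well) treated 48 h at 37C with compounds at 1:260 dilution of DMSO stock. Lysed, then beta-galactosidase activity read as FDG fluorescence (ex 480/em 540) after 30 min, with pre-read for autofluorescence.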
# KCNH2 WT inh – KCNH2 (human, wildtype) channel inhibition; hit rate 0.37% among 340,000; U2OS, BacMam KCNH2, thallium flux FluxOr; stronger effect = lower value; AID 720551; activity change, % at 1.84 µM; Q12809;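 active means maximum activity change below -70%; inconclusive means maximum activity change between -70% and -50%; inactive means maximum activity change above -50%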; further: on the % scale 0 is the no-effect control and ±100 the full control effect
#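 U2OS cells were transduced with wild-type KCNH2 virus (2.03 x 10^8 / mL) for 4 h at room temperature, then cultured overnight at 37 C. Thallium flux was read with FluxOr dye. Rate constants were normalized to DMSO controls.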
# MBNL1-CUG inh – inhibitors of human MBNL1 binding to CUG repeat RNA; Q9NR56; hit rate 0.036% among 280,000; Potency, µM (top dose mostly 57.5 µM), for the others: at the highest dose activity change, negative = inhibition, most hits filed as inhibitors; TR-FRET MBNL1-His/biotin-(CUG)12 binding, 665/545 ratio; active means well fitted inhibition curve with a large enough effect in the signal ratio, with a control signal flat, not every such curve was filed as active; inconclusive means small, poorly fitted or top-dose-only effect, or effect the other way, or a change in a side signal; inactive means no such curve, though single readings can be large or run the other way; the % refers to the signal ratio; further: potency means the concentration at half of the fitted maximal effect; on the % scale 0 is the no-effect control and ±100 the full control effect
#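 TR-FRET readout: Ex 340 nm, 665/545 nm emission ratio, normalized to buffer-only (basal) and MBNL1-(CUG)12 controls. Complex of MBNL1-His with Biotin-(CUG)12, compounds 92 nM–58 uM, incubated 60 min at room temperature.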
# * marks the source's active call; other numbers are inactive results; ? = inconclusive; . = no result given; [ ] = remark or other dose. Unless noted, the call rests on the fitted dose curve; in most records, active means well fitted curve in the direction sought with a large enough effect; inconclusive means small, poorly fitted or top-dose-only effect, or another doubt; inactive means no such curve, though single readings can be large; an effect the other way counts as inactive or inconclusive.
SMILES,MLL CXXC-DNA inh,FBPA coupling cs,KCNH2 3.1 inh,GALK inhibitor,A-T KAP1 phos,TRPV1 ag,S-ASM inh,Integrin act MD,KCNH2 WT inh,MBNL1-CUG inh
COc1ccccc1-n1c(SCC(=O)Nc2cccc(S(N)(=O)=O)c2)nc2ccccc2c1=O,7%,-1,3,1%,12%,24,-2%,-17%,23,-2%
CCNc1nc(NCC)n2c(SC(C(=O)Nc3cc(C)ccc3OC)c3ccccc3)nnc2n1 (stereo not drawn),2%,5,-15,-2%,-2%,-3,-17%,-7%,30,?
O=C(Nc1cccc(C(F)(F)F)c1)c1ccc2nc(N3C(=O)CCC3=O)sc2c1,-2%,-2,4,-5%,27%,-1,-2%,33%,.,-9%
CCOC(=O)CN1NC2(CCC(C(C)(C)C)CC2)NC1=S (stereo not drawn),-3%,2,-10,-1%,6%,5,0%,4%,3,1%
CCCCN(C(=O)c1cc(OC)c(OC)c(OC)c1)C1=CC2CCC(C1)N2C (stereo not drawn),4%,1,-4,3%,0%,-1,0%,1%,20,-9%
O=[N+]([O-])c1cc(/C=N/n2c(-c3cccnc3)n[nH]c2=S)ccc1Cl,19%,4,13,-1%,-16%,-2,-5%,-24%,5,?
C[C@H](NC(=O)c1nc[nH]c1C(=O)N[C@@H](Cc1ccccc1)C(=O)OC(C)(C)C)C(=O)OCc1ccccc1,0%,-4,-4,.,-9%,?,-9%,0%,-10,3%
COc1ccc(-c2csc(NC(=O)c3cc(=O)c4ccccc4o3)n2)cc1OC,5%,-7,6,2%,0%,2,-1%,-2%,14,8%
CCN(CC)S(=O)(=O)c1cccc(-c2nnc(SCC(=O)c3ccc(Cl)s3)n2C)c1,23%,1,-10,3%,6%,0,-2%,-28%,14,18%
CCOc1ccc(CCNC(=O)c2cnc(C)cn2)cc1OCC,8%,.,-7,-2%,-5%,1,0%,-19%,-6,-4%
O=S(=O)(NCc1cn2ccsc2n1)c1ccc2c(c1)OCCO2,-5%,2,10,1%,-4%,-3,1%,-5%,-1,2%
N#Cc1nc(-c2cccc3ccccc23)oc1NCCN1CCOCC1,-8%,-2,12,0%,10%,?,.,-18%[7.66 µM],-10,?
COc1ccccc1-[n+]1c(C)cc(/C=C2\Sc3ccccc3N2C)cc1C,?,2,-1,6%,-45%,?,?,-28%,-6,?
O=S(=O)(NCCc1ccc(Cl)cc1)c1cccs1,0%,.,-12,-9%,9%,15,-2%,?,13,-1%
Cc1cccc(C(=O)NNC(=O)C23CC4CC(CC(C4)C2)C3)c1O,-4%,-2,-10,8%,3%,-1,-1%,0%,-12,-2%
Cc1cccc(N2C(=O)CC(N3CCN(Cc4ccc5c(c4)OCO5)CC3)C2=O)c1 (stereo not drawn),9%,0,9,3%,-3%,0,-2%,5%,18,4%
CC(C)CCNC(=O)c1ccc2c(c1)ncn2C1CCCC1,0%,3,12,11%,0%,11,7%,33%,-21,-13%
CC(=O)N1CCc2cc(Br)cc(S(=O)(=O)N3CCC(C(=O)O)CC3)c21,-2%,11,-8,6%,1%,-1,11%,?,5,-8%
Cc1c(NC(=S)NCc2ccc(F)cc2)cccc1[N+](=O)[O-],13%,8,4,0%,6%,?,4%,-10%,-17,21%
O=C(CNS(=O)(=O)c1ccccc1)Nc1ccc(F)cc1F,11%,.,11,-4%,6%,1,2%,-17%,1,-7%
COc1cnn(-c2cccc(Cl)c2)c(=O)c1Cl,.,.,-100*,.,.,.,0%,0%,0,.
O=C(c1ccco1)N1CCN(S(=O)(=O)/C=C/c2ccccc2)CC1,-4%,11,-12,8%,-3%,-1,0%,12%,2,-7%
CC1=C(C(=O)OCC2CCCCC2)C(c2ccccc2F)NC(=O)N1 (stereo not drawn),.,.,0,.,.,.,2%,3%,7,.
CCN(CC(=O)Nc1cccc(OC)c1)C(=O)c1ccncc1,-4%,0,0,1%,-6%,1,49%,2%,-1,0%
CC(C)CC(=O)Nc1nnc(SCC(=O)NCc2ccco2)s1,4%,0,-15,0%,0%,0,0%,3%,-6,-10%

# Further structures
SMILES,MLL CXXC-DNA inh,FBPA coupling cs,KCNH2 3.1 inh,GALK inhibitor,A-T KAP1 phos,TRPV1 ag,S-ASM inh,Integrin act MD,KCNH2 WT inh,MBNL1-CUG inh
O=C(CNC(=O)c1ccccc1)OCc1cccc(Br)c1,-6%,1,-10,-1%,-1%,25,-2%,-23%,-7,1%
COc1ccc(OC)c(C(c2nnnn2CC2CCCO2)N2CCN(C3CCCC3)CC2)c1 (stereo not drawn),3%,-2,-12,0%,2%,4,-1%,-1%,2,-9%
COc1ccc(N2CC(C(=O)N[C@@H](CC(C)C)C(=O)NC3CCCC3)CC2=O)cc1 (stereo partly drawn),23%,.,8,-8%,-4%,0,0%,-25%,0,-7%
Nc1ncnc(Nc2ccccc2Cl)n1,-6%,1,17,0%,4%,-1,7%,17%,5,-5%
COc1ccc(NC(=S)N(Cc2ccc(C)cc2)Cc2ccccn2)cc1,-5%,2,-2,4%,-1%,10,2%,-11%,-6,2%
COc1ccc(C(CCNCc2ccc(N(C)C)cc2)C(C)C)cc1 (stereo not drawn),1%,1,-11,.,-4%,14,-2%,-67%[inhibitor],14,-15%
O=C(CN1CCN(Cc2ccccc2Cl)CC1)N/N=C/C=C/c1ccccc1[N+](=O)[O-],-1%,3,-28,-1%,2%,-1,3%,-31%,45,?
O=C1C2C3C=CC(CC3)C2C(=O)N1c1cccc(Br)c1 (stereo not drawn),3%,-5,5,-1%,?,-6,-1%,28%,-20,-6%
O=C(CN1CCc2cc3c(cc2C1)OCCCO3)Nc1ccccc1,5%,-2,-4,.,-9%,17,1%,-24%,-4,-1%
O=C(NC(=S)NCCO)c1sc2ccccc2c1Cl,2%,3,-1,3%,19%,1,-1%,-10%,-5,50%[activator]
CCN(CC)S(=O)(=O)c1ccc(C(=O)NCC(c2ccc(OC)cc2)N2CCOCC2)cc1 (stereo not drawn),3%,0,-5,9%,1%,9,0%,9%,-11,-5%
COc1cccc(/C=C(\C#N)c2nc3ccccc3[nH]2)c1OCC(=O)O,?,-5,2,2%,-4%,0,5%,?,11,11%
CCCNC(=O)[C@H](C)NC(=O)c1ccc(Br)cc1,-2%,2,-1,12%,2%,-1,4%,-21%,7,-5%
CC(NC(=O)c1ccc(N(C)C)cc1)C1CC2CCC1C2 (stereo not drawn),31%[activator],0,-11,0%,2%,-2,4%,22%,-7,-4%
O=C1CN(C(=O)CN2C(=O)NC(c3ccccc3)(c3ccccc3)C2=O)c2ccccc2N1,.,.,20,.,9%,.,2%,26%,-3,.
Cc1ccc(S(=O)(=O)N2CCOCC2)cc1C(=O)NC1CCCC1,2%,2,-2,1%,-4%,1,1%,12%,-4,-3%
CC(C)C[C@H](NC(=O)N1CCN(c2ccccc2)CC1)C(=O)O,13%,2,7,2%,-1%,2,3%,44%,-11,0%
Cc1ccc(-n2cc(CN(C)Cc3nccn3C)c(-c3cccc(C)c3)n2)cc1,-5%,0,-24,-2%,13%,?,-2%,-6%,25,9%
C[n+]1ccccc1/C=C/c1ccccc1Cl,-2%,-2,-2,-1%,1%,3,2%,-21%,1,5%
CC(=O)c1ccc(NC2OC(CO)C(O)C(O)C2O)cc1 (stereo not drawn),5%,0,-15,-1%,2%,0,11%,18%,-8,-11%
CCSc1nnc(NC(=O)C(NC(=O)c2ccc(Cl)cc2)C(C)C)s1 (stereo not drawn),2%,-14,-7,1%,9%,10,0%,21%,-1,-6%
C=CCN1C2=NCCCN2c2ccccc21,-19%,0,-13,0%,13%,-4,3%,?,-4,10%
Cc1ccccc1-n1c(=O)cc(NCc2ccc3c(c2)OCO3)[nH]c1=O,-3%,4,6,0%,.,-2,1%,29%[7.66 µM],7,-4%
Cc1cc(C)n(Cc2cnc(N3CCOCC3)s2)n1,4%,-2,8,2%,1%,-2,1%,-22%,27,-6%
O=C(COc1ccc(Cl)cc1Cl)N/N=C/CCc1ccccc1,10%,-1,-7,-4%,3%,5,-1%,10%,-3,0%
COc1ccccc1C(=O)OCC(=O)NC(=O)NC1CCCCC1,.,.,3,.,7%,10,-1%,-16%,-2,.
COc1ccc(Oc2ccc(/C=C/C(=O)c3cccc(OC)c3)cc2[N+](=O)[O-])cc1,2%,0,?,.,5%,2,-11%,2%,18,18%
